Mtb UGM inh: M. tuberculosis UGM enzyme inhibitors, primary screen, biochemical, fluorescence polarization, single point; purified UGM, fluorescence polarization probe displacement; UDP-galactopyranose mutase (Mycobacterium tuberculosis (strain ATCC 25618 / H37Rv)), …; inhibition, % at 10 µM; AID 504406, 2011; hit rate 0.06% among 320,000; in the data active means inhibition above about 10%, passing the limit was not always enough; inconclusive means no clear call, values can overlap the other calls
PfHsp40 rescue: rescue of yeast from PfHsp40 toxicity, primary screen, S. cerevisiae, ATP luminescence; growth rescue, % at 12.5 µM; hit rate 0.68% among 340,000; S. cerevisiae expressing PfHsp40, growth rescue; AID 504582, 2011; in the data active means growth rescue above about 28%, passing the limit was not always enough; inconclusive means no clear call, values can overlap the other calls;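 further: yeast W303a lacking pdr1 and pdr3 grown in galactose medium; growth measured after three days at 30 °C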
Yp Topo-I inh: Yersinia pestis topoisomerase I inhibitors, primary screen, biochemical, cleavage product accumulation, plate reader, single point; DNA topoisomerase I (Yersinia pestis CO92); Y. pestis Topo-I cleavage product accumulation; activity, % at 10 µM; hit rate 0.064% among 360,000; in the data active means activity above about 50%, passing the limit was not always enough; inconclusive means no clear call, values can overlap the other calls; further: inactives centre near 2
FadD28 FP inh: inhibitors of FadD28 bisubstrate probe binding, primary screen, biochemical, fluorescence polarization, single point. AID 588549, 2011. hit rate 0.22% among 360,000. Mycobacterium tuberculosis FadD28 fatty-acid-AMP ligase. inhibition, % at 12.5 µM; in the data active means inhibition above about 8.5%, passing the limit was not always enough; inconclusive means no clear call, values can overlap the other calls
Mtb BioA inh: M. tuberculosis BioA enzyme inhibitors, primary screen, biochemical, plate reader, single point, HTS | 7,8-diaminopelargonic acid synthase BioA (Mycobacterium tuberculosis) | purified M. tuberculosis BioA enzyme | hit rate 0.096% among 360,000 | AID 602481, 2012 | inhibition, % at 9.99 µM; in the data active means inhibition above about 40%; inconclusive means no clear call, values can overlap the other calls
Mtb FBA inh: Mtb FBA enzyme inhibitors, primary screen, biochemical, fluorescence, strain H37Rv | AID 588726, 2011 | purified M. tuberculosis FBA, fluorescence read-out | hit rate 2.3% among 360,000 | inhibition, % at 1 µM; in the data active means inhibition above about 27%;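 further: 0% = vehicle and 100% = reference inhibitor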
TcdB GH inh: TcdB glycohydrolase inhibitors, primary screen, biochemical, single point, plate reader. AID 652162, 2013. inhibition, % at 9.99 µM. hit rate 0.24% among 350,000. Toxin B (Clostridioides difficile), P18177. TcdB glycohydrolase enzymatic assay; in the data active means inhibition above about 10%
Target sequence (P18177 whole entry, looked up): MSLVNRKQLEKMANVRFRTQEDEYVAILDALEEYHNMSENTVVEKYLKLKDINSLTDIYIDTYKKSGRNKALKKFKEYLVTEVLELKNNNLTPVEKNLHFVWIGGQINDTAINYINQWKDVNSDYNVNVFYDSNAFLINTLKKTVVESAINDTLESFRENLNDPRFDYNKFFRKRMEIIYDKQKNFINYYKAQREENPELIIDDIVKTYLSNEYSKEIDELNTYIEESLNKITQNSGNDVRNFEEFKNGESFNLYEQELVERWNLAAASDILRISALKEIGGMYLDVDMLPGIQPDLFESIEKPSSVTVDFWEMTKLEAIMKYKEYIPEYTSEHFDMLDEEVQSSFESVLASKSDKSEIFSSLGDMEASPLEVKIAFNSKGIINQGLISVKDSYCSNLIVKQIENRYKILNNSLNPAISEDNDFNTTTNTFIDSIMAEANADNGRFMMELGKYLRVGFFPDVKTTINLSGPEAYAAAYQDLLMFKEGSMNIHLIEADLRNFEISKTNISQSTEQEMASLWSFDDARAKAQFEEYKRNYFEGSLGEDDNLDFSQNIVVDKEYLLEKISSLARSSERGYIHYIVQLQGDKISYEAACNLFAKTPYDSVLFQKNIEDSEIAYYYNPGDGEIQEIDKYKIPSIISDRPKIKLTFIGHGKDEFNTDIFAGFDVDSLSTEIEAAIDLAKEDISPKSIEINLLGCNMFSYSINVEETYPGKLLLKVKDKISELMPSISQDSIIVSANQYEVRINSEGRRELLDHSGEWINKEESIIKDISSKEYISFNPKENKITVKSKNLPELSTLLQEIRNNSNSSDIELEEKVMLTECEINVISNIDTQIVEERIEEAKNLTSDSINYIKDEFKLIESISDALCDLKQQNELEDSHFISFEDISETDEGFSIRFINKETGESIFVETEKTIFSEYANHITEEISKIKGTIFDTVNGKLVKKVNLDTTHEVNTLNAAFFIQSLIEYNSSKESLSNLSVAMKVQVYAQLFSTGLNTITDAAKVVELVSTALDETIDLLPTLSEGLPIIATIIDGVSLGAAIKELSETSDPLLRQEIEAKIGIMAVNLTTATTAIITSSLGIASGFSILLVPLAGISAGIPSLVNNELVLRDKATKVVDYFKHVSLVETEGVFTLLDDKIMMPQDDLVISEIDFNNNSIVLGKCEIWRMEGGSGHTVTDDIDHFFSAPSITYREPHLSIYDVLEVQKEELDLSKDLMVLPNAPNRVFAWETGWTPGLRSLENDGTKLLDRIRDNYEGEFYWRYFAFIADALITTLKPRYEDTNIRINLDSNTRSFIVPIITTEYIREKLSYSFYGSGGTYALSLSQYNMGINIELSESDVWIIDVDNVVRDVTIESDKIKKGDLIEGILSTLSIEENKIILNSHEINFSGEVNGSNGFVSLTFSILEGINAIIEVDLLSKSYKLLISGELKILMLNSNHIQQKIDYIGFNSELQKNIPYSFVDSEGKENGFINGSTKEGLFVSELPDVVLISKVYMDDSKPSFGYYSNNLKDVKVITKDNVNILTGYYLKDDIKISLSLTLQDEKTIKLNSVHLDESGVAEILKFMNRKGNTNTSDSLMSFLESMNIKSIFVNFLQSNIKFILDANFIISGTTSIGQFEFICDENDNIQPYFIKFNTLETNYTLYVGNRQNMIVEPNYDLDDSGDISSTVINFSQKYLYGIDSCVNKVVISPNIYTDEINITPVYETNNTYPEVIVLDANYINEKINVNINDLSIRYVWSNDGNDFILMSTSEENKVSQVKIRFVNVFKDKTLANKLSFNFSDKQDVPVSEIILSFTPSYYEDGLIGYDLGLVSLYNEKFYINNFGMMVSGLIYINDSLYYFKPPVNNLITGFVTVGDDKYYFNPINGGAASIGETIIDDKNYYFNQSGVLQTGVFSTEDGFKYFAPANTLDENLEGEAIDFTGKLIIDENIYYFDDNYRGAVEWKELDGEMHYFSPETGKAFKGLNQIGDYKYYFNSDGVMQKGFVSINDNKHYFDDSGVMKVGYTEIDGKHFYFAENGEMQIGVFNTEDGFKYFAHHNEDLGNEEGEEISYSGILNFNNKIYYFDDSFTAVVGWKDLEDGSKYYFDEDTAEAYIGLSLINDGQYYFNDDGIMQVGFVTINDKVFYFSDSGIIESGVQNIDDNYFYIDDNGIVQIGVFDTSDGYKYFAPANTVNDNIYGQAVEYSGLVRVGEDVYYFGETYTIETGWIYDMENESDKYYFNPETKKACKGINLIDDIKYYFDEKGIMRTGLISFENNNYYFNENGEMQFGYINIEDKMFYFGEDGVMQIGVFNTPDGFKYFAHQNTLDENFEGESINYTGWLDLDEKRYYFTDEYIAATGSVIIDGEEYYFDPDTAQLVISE
GDH-TPI inh: GDH-TPI coupling enzyme inhibitors, primary screen, artefact control for M. tuberculosis FBA inhibitor project, biochemical, absorbance, full deck | GDH-TPI coupled enzyme counterscreen, NADH absorbance | inhibition, % at 4.8 µM | hit rate 1.2% among 360,000 | AID 588335, 2011; in the data active means inhibition above about 30%;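 further: 0% = DMSO wells and 100% = wells lacking the enzyme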
BH1578 lux ind: inducers of Vibrio cholerae quorum light production without autoinducers, primary screen, BH1578 luxS cqsA deficient, single point | V. cholerae BH1578 lux reporter, luminescence, 6 h | activation, % at 18.7 µM | hit rate 0.16% among 350,000 | AID 588436, 2011; in the data active means activation mostly above about 9.7%, no sharp cut-off; inconclusive means no clear call, values can overlap the other calls; inactive means mostly below about 3.7%; further: not every result past the cut was called active; inactives centre near 0; reference of the scale not given here
An asterisk follows results filed as active; i = inactive; ? = inconclusive; · = not tested or not shown; + = active, no number.

SMILES	Mtb UGM inh	PfHsp40 rescue	Yp Topo-I inh	FadD28 FP inh	Mtb BioA inh	Mtb FBA inh	TcdB GH inh	GDH-TPI inh	BH1578 lux ind
c1ccc(-c2nnc3n2-c2ccccc2SC3)cc1	-3.0	-0.2	-6	-2.1	·	0	1.0	-3	i
CCc1nnc(NC(=O)c2ccc3ncsc3c2)s1	-1.8	-1.8	8	-0.5	0.4	1	-3.8	9	i
COc1ccc(S(=O)(=O)Cc2ccc(C(=O)NC(C)C)o2)cc1	0.9	-1.0	5	-1.0	-1.8	2	1.1	5	-0.4
N#Cc1nc(COc2ccccc2Cl)oc1N1CCCCCC1	·	-1.0	?	-5.0	0.2	0	-2.7	2	-0.3
C=CCONC(=O)c1cc(OCC(F)(F)F)ccc1OCC(F)(F)F	0.5	0.3	1	-2.0	-0.5	0	·	6	-3.1
Cc1nnc(N(C)C(=O)c2ccncc2)s1	-1.5	-1.2	1	-1.6	-1.1	3	1.1	-2	0.1
Cc1cc(C)nc(N2CCC(C(=O)NC3CC3)CC2)n1	1.3	-1.6	5	-1.1	0.6	3	-1.5	8	-0.3
CCOc1cccc2cc(-c3csc(NC(=O)CCC(=O)NCCN4CCCCC4C)n3)c(=O)oc12 (stereo unspecified)	1.1	0.1	-15	0.2	·	0	1.3	34*	-0.2
COc1ccc(CC(=O)NCc2ccccn2)cc1OC	-0.2	0.5	-9	-0.6	·	0	·	-8	-0.8
O=C(NCC12CC3CC(CC(C3)C1)C2)c1cc2n(n1)C(C(F)(F)F)CC(c1ccco1)N2 (stereo unspecified)	-0.9	-0.7	7	-0.9	-1.9	-4	·	3	i
CCOc1ccccc1CN1CCC(n2nccc2NC(=O)CCc2ccccc2)CC1	-1.4	0.2	29	-2.5	-0.7	1	-0.4	6	-0.2
Cc1c(O)c(CN2CCCCC2)cc2c3c(c(=O)oc12)CCC3	0.0	?	4	-0.6	1.0	+	·	22	·
COc1ccc(C(=O)OCC(=O)c2cc(C)n(CC3CCCO3)c2C)cc1[N+](=O)[O-] (stereo unspecified)	0.0	-0.6	19	-2.8	-0.7	0	-0.3	6	i
CCCCC(c1nnnn1CCOC)N1CCN(C(=O)c2ccco2)CC1 (stereo unspecified)	·	0.0	-6	-0.8	5.2	1	·	0	i
CCOc1ccc(NC(=O)CN(C)C(=O)c2ccc(=O)[nH]c2)cc1OCC	-3.4	-1.0	2	-0.6	-0.3	-1	-0.7	1	-3.6
COc1ccc(NC(=O)C(c2ccccc2)c2ccccc2)cn1	-0.9	-0.7	-9	-1.2	·	-1	-0.1	-1	-2.2
CCN1C[C@@H]2[C@@H]3C(=O)N(C)C(=O)[C@@H]3[C@](C)(C1=O)N2C(=O)c1ccc(C)cc1	·	-1.0	6	-7.4	0.6	2	-0.5	-14	i
Cc1ccc([N+](=O)[O-])cc1NC(=O)CN(C(=O)c1ccc(Cl)cc1)C1CCCCC1	-1.0	14	-5	-2.9	1.0	1	·	8	·
O=C(c1cc(COc2ccc(F)c(F)c2)on1)N1CCSCC1	-3.9	-0.1	0	-3.4	0.7	1	-0.2	2	i
COc1ccccc1NC(=O)c1ccc(COc2ccccc2OC)o1	0.5	6.4	9	-0.9	-1.0	3	·	6	-0.3
CC(C)CNC(=O)c1cccc(NC(=O)CSc2ccccc2)c1	-0.6	1.9	8	-3.6	·	0	·	-9	i
CC(C)(C)c1ccc(NC(=O)c2ccccc2)c([N+](=O)[O-])c1	-1.6	0.8	3	-0.3	2.4	-1	0.1	9	-0.3
COc1cccc(CN2CCC2(C)C(=O)NCc2cccc(C(F)(F)F)c2)c1OC (stereo unspecified)	·	·	12	-5.4	0.3	-2	5.5	3	-3.3
CCCN(CC(=O)Nc1ccc(Cl)cc1Cl)C(=O)c1ccc(=O)[nH]c1	-0.5	-0.3	3	-2.9	1.3	4	1.2	8	-0.5
CCOC(=O)C1(C)CCCN(C(=O)c2ccc(OC)c(OC)c2)C1 (stereo unspecified)	·	·	-2	-1.2	-2.0	-3	0.3	-4	-0.3
COc1ccccc1CNC(=O)CC(NS(=O)(=O)c1ccc(C)cc1)c1ccco1 (stereo unspecified)	0.0	-0.3	7	-0.9	-1.8	0	·	3	i
Cc1ccc(C(=O)c2cc([N+](=O)[O-])ccc2N2CC(C)OC(C)C2)cc1 (stereo unspecified)	-1.8	-1.1	-7	-1.1	-0.5	-1	1.9	4	i
C=CCNC(=S)N/N=C(\C)c1cccc(OC)c1	·	0.3	-7	-2.2	0.7	2	·	6	-0.6
COc1ccc(CC(=O)Nc2cc(Cl)ccc2O)cc1	4.6	0.2	-6	-1.5	-1.8	0	·	20	i
NC(=O)CC(NC(=O)c1cccc(Br)c1)c1ccc(NCC2CC2)c([N+](=O)[O-])c1 (stereo unspecified)	2.1	1.8	5	-1.6	5.1	-1	0.9	1	i
O=c1nc(SCc2cccc(C(F)(F)F)c2)nc2ccccn12	-1.0	0.9	7	-6.4	-0.2	6	-1.4	2	-0.2
Cc1cc(C)cc(NC(=O)C2CCCN2/C=C/C(=O)C(F)(F)F)c1 (stereo unspecified)	2.1	0.9	-3	-3.0	·	1	·	19	-0.3
O=[N+]([O-])c1cccc(/C=N\N2CCN(Cc3ccccc3Cl)CC2)c1	1.1	0.5	-13	-4.7	1.6	-3	-1.4	-2	i
COc1cccc(NC(=S)NCc2ccncc2)c1	0.7	1.5	44	0.1	·	-3	0.1	5	0.2
CC1(C)CC[C@]2(C(=O)O)CC[C@]3(CO)C(=CCC4[C@@]5(C)C[C@H](O)[C@H](O)[C@@](C)(C(=O)O)C5CC[C@]43C)[C@@H]2C1 (stereo partly specified)	-3.9	2.1	13	-1.6	-0.9	6	0.3	6	-0.8
Cc1cc(=O)[nH]c(SCC(=O)Nc2ccccc2C#N)c1C#N	1.0	-0.2	5	-4.7	0.7	-1	·	-1	-5.9
Cc1cc(C)c(NC(=O)COC(=O)c2c(C)noc2C)c(Cl)c1	0.6	0.1	10	·	-1.0	-3	1.2	-2	i
CC(=O)/C=C\c1ccccc1OC(=O)c1cc2ccccc2oc1=O	1.5	-0.7	5	-3.3	-1.8	-2	0.5	20	i
CCc1ccc(-c2nc(SCC(=O)NC3CCS(=O)(=O)C3)n[nH]2)cc1 (stereo unspecified)	-1.7	0.4	1	-3.8	0.4	-2	0.9	10	-1.5
COc1ccccc1C(=O)NCCCn1cc(Br)c(C)n1	-1.2	-1.3	2	-3.5	-1.6	0	0.8	11	-0.1
COc1ccc(NC(=O)CSCc2ccccc2C)cc1	-1.3	0.9	6	-3.6	-1.6	0	·	-14	-0.6
CCCCn1c(-c2cccc(F)c2)nc2c1c(=O)[nH]c(=O)n2CC(C)C	4.8	0.9	-5	-2.8	1.7	0	-11	-4	-0.2
O=S1(=O)C[C@@H](N2CCCC2)[C@H](COCc2ccccc2)N1	·	·	·	-2.7	1.6	3	0.0	·	·
Cc1ccccc1CC(=O)NC1CCN(Cc2ccccc2)CC1	2.5	0.6	1	-2.8	-1.8	1	1.7	6	-0.4
CCOC(=O)C1=C(C)NC(SCC(N)=O)=C(C#N)C1c1cccs1 (stereo unspecified)	-1.2	-1.4	0	-1.6	·	2	·	0	i
CC1CN(C(=O)COC(=O)COc2ccc(C#N)cc2)CC(C)O1 (stereo unspecified)	0.2	0.2	5	-3.8	0.6	0	3.5	6	i
O=c1[nH]c(=S)n(-c2ccccc2)c(O)c1C=NCc1ccccn1	-0.7	·	6	1.2	-0.8	-3	-1.4	27	-0.9
O=C(NC(=S)Nc1ccc2[nH]c(=O)[nH]c2c1)c1ccccc1[N+](=O)[O-]	-0.7	-0.3	-3	-4.2	-0.3	-1	1.3	-1	-0.6
C=C(C(=O)O)C1CCC2(C)CCCC(C)(O)C2C1 (stereo unspecified)	-3.4	-0.1	2	-2.4	-1.1	-1	0.6	-4	-0.4
CCn1c(SCC(=O)c2ccc3c(c2)Cc2ccccc2-3)nnc1-c1ccc(N)cc1	-1.8	-0.3	14	-2.8	0.0	-2	·	20	-0.1

An excerpt of these results, with values under each structure:
Values run as follows: Mtb UGM inh, PfHsp40 rescue, Yp Topo-I inh, FadD28 FP inh, Mtb BioA inh, Mtb FBA inh, TcdB GH inh, GDH-TPI inh, BH1578 lux ind
> O=S1(=O)C[C@@H](N2CCCC2)[C@H](COCc2ccccc2)N1
 : ·, ·, ·, -2.7, 1.6, 3, 0.0, ·, ·
> Cc1ccccc1CC(=O)NC1CCN(Cc2ccccc2)CC1
 : 2.5, 0.6, 1, -2.8, -1.8, 1, 1.7, 6, -0.4
> CCOC(=O)C1=C(C)NC(SCC(N)=O)=C(C#N)C1c1cccs1 (stereo unspecified)
 : -1.2, -1.4, 0, -1.6, ·, 2, ·, 0, i

Remaining list, next part:
SMILES	Mtb UGM inh	PfHsp40 rescue	Yp Topo-I inh	FadD28 FP inh	Mtb BioA inh	Mtb FBA inh	TcdB GH inh	GDH-TPI inh	BH1578 lux ind
CCOC(=O)Cc1csc(NC(=O)COc2ccc(N(C)S(=O)(=O)c3ccc(C)cc3)cc2)n1	2.0	1.4	20	-2.9	2.6	-1	·	-3	5.4
OC1CCCC1NCc1ccnc2cc(Cl)ccc12 (stereo unspecified)	·	0.5	2	-5.7	-1.8	0	0.9	18	i
CCOC(=O)N1CCN(C(=O)CSc2nc(=O)n3cccc(C)c3n2)CC1	-3.2	0.1	-5	-2.9	5.5	0	0.3	7	-0.2
CC1CC(=O)c2cnc(NCc3ccco3)nc2C1 (stereo unspecified)	0.0	-0.5	-8	0.1	-5.9	-3	-5.4	11	0.7
CSc1cccc(CN2CCC(Oc3cccc(C(=O)N4CCCC4)c3)CC2)c1	0.3	-1.0	23	-0.3	1.4	3	2.6	6	-0.6
O=C(CN1CCN(CC(=O)Nc2cccc(F)c2)CC1)Nc1ccc(-c2ccccc2)cc1	-0.2	-0.1	5	-4.2	9.7	-4	-0.4	6	-3.8
COc1cc(OC)cc(OC(=O)c2cccc(S(=O)(=O)N3CCN(C)CC3)c2)c1	-1.3	-2.0	-7	-1.8	·	5	-4.1	4	i
O=C(O)C1CC(=O)N(c2ccc(Br)cc2)C1 (stereo unspecified)	2.1	0.7	-3	0.7	·	-4	·	2	-0.2
CC1=C(C(=O)OCCNC(=O)c2cccnc2)C(c2cccc([N+](=O)[O-])c2)C(C(=O)OCCN(C)C)=C(C)N1 (stereo unspecified)	-2.3	-1.1	-17	-3.1	·	3	·	3	0.7
Cc1cc(C)n(C(=O)CNC(=O)c2cccc(F)c2)n1	·	-1.4	-2	·	0.0	-1	-0.9	4	-0.3
COc1ccc(C2(C#N)CCN(C)CC2)cc1	-2.0	-0.6	-7	-1.1	-1.4	-2	-0.5	0	-0.3
CCn1cc(S(=O)(=O)NCCc2ccc(F)cc2)cn1	0.5	-0.2	8	-0.1	1.5	2	1.6	-2	i
Cc1ccc(S(=O)(=O)N2CCCC(C(=O)Nc3ccc(C(=O)O)cc3)C2)cc1Cl (stereo unspecified)	-3.0	-0.9	3	-24	·	-2	-0.6	-2	-1.5
COC(=O)C1=C(C)N(CCc2ccccc2)C(=O)/C1=C\c1ccco1	·	-0.1	16	-2.6	·	-5	·	9	-3.4
CCN1CCN(CCCN(Cc2ccco2)C(=S)Nc2cccc(Cl)c2C)CC1	-1.1	0.4	-9	-0.3	·	4	-0.3	6	i
O=C(COc1ccc(S(=O)(=O)N2CCCCC2)cc1)N1CCCCCC1	3.7	-0.5	11	-2.6	0.8	4	·	3	-0.4
CC(=O)N(Cc1ccccc1)Cc1nc2sc(C)c(C)c2c(=O)[nH]1	-3.1	1.5	7	-1.4	-0.1	0	0.9	1	i

Screening results from PubChem.
